Screening data: PubChem BioAssay, NCI
NCI-60 one-dose screen, 48 h, at 10 µM unless noted. Numbers give growth in % (100 = growth as untreated, 0 = no growth, -100 = all killed).
A498: A498 renal cancer cells; hit rate 5.4% among 76,000; AID 1794774
NCI-H522: NCI-H522 lung cancer | hit rate 8% among 78,000
CAKI-1: CAKI-1 renal cancer | hit rate 4.7% among 75,000
NCI-H460: NCI-H460 lung cancer | hit rate 6.8% among 82,000 | AID 1794736
ACHN: ACHN renal cancer; hit rate 4.9% among 81,000; AID 1794771
RXF 393: RXF 393 renal cancer cells. hit rate 6.9% among 77,000
NCI/ADR-RES: NCI/ADR-RES ovarian cells; hit rate 4.4% among 81,000
NCI-H226: NCI-H226 lung cancer | AID 1794732 | hit rate 3.5% among 79,000
NCI-H23: NCI-H23 lung cancer; hit rate 4% among 80,000; AID 1794731
Numbers without * were called inactive; / = not tested or not shown; & = joins results of further samples. How the source made its calls: active means growth percent below 10; inactive means the rest.

SMILES	A498	NCI-H522	CAKI-1	NCI-H460	ACHN	RXF 393	NCI/ADR-RES	NCI-H226	NCI-H23
CC1(C)c2[nH]c3ccccc3c2C[C@]2(C)[C@H]3C(=O)C=C4[C@@H]5C[C@@](C)(C(N)=O)CC[C@]5(C)CC[C@@]4(C)[C@]3(C)CC[C@@H]12	/	69	83	69	77	70	71	73	72
CC1(C)C=C(C(=O)ON2C(=O)CCC2=O)C(C)(C)N1O	91	90	100	108	105	107	105	106	101
CC(C)CC(CC(C)C)=NNc1ccc([N+](=O)[O-])cc1[N+](=O)[O-]	93	78	89	99	103	111	99	94	100
N#Cc1ccc(S(N)(=O)=O)cc1	120	93	/	107	102	/	107	98	97
CCCCOc1nc2cc(Cl)ccc2cc1/C=C/C(=O)/C=C1/CC(c2cc3ccc(Cl)cc3nc2OCCCC)Nc2ccccc2N1 (stereo not given)	98	91	83	105	105	/	109	100	107
COc1ccc(/C(C)=N/NC(=O)CSc2nc3ccccc3c(=O)n2CCc2ccc(S(N)(=O)=O)cc2)cc1OC	/	91	90	101	103	104	102	104	81
COc1ccc(C2=NNC(c3cc(Cc4ccc(O)c(C5CC(c6ccc(OC)cc6)=NN5)c4)ccc3O)C2)cc1 (stereo not given)	103	-7.6*	-30*	28	46	73	34	83	36
Nc1nc2c(c(=O)[nH]1)CN(CCCN1CCN(CCCN3CNc4nc(N)[nH]c(=O)c4C3)CC1)CN2	68	95	101	111	110	109	108	90	100
CCc1ccc(C(Nc2ccc3nc4n(c(=O)c3c2)CCC4)C(=O)O)cc1 (stereo not given)	/	/	96	103	103	103	106	99	101
COc1ccc2c(c1)c(-c1csc(-c3ccc4ccccc4c3)n1)cn2S(=O)(=O)c1ccccc1	/	94	96	121	108	115	107	89	96
CCCCN(CCCC)c1cc(OCC)ccc1OCC	106	83	94	110	106	111	132	95	101
COc1ccc(CC(=O)n2cccc2)cc1	105	101	104	109	109	110	110	/	104
CN(CCO)Cc1ccccc1	106	94	98	110	101	110	97	101	105
c1csc(CSc2ncnc3nc[nH]c23)c1	79	71	104	96	98	87	100	87	95
CCOc1ccc([C@@H]2[C@@H](Oc3ccccc3)C(=O)N2c2cc(OC)c(OC)c(OC)c2)cc1	-9.6*	10	/	7.3*	25	14	14	42	24
NNC(=O)C(CO)c1ccccc1 (stereo not given)	96	99	95	107	98	110	102	93	98
COc1ccc2c(c1OC)C(=O)OC2C1c2c(c(COC(=O)C(Cc3c[nH]c4ccccc34)NC(=O)OC(C)(C)C)c3c(c2OC)OCO3)CCN1C (stereo not given)	133	83	71	100	90	103	94	98	97
COc1ccc2cc(C(C)NC(=O)Nc3ccc(S(=O)(=O)N=C(N)N)cc3)ccc2c1 (stereo not given)	/	93	87	/	96	106	98	114	100
Nc1nc(N)nc(-c2cccc(Br)c2)n1	/	92	82	101	103	107	91	100	87
CS(=O)(=O)c1ccc(/C(=N\NC(N)=S)c2ccccc2)cc1	52	96	94	101	101	68	98	94	97
O=C(CCc1nnc2sc(CCCl)nn12)c1nc2ccccc2[nH]1	131	102	100	111	96	115	104	102	106
CC(=O)Nc1c(Cl)cc2c(c1Cl)C(=O)c1ccccc1-2	100	113	94	114	100	106	100	92	99
Cc1ccc(C)n1CCCCCCn1c(C)ccc1C	108	83	99	105	98	111	97	101	94
C=C(C)[C@@H]1CC[C@]2(C)[C@H](CCN[C@H]3[C@@H]4CC(C)(C)CC[C@]4(CO)CC[C@]32C)[C@@]1(C)CCCN	92	98	99	104	110	109	100	98	102
CC(=O)Oc1ccccc1C(=O)Oc1ccc(C(C)=O)cc1	106	99	101	114	107	/	111	110	112
CC1(C)CC[C@]2(C(=O)N3CCOCC3)CC[C@]3(C)C(=CC[C@@H]4[C@@]5(C)CC[C@H](OC(=O)c6cccnc6)C(C)(C)[C@@H]5CC[C@]43C)[C@@H]2C1	70	73	40	18	45	84	90	50	69
Nc1ccc(-c2csc(N/N=C/c3nc4ccccc4n3C3CC3)n2)cc1	99	95	82	98	89	87	93	89	92
Cc1cccc(C)c1OC(=O)c1ccccc1	105	93	88	120	106	115	109	98	100
COC(=O)c1cc(Cl)c(C(=O)OC)cc1Cl	84	95	101	105	107	104	108	96	100
O=C(O)c1ccccc1Nc1ccc2nnc(-c3ccncc3)n2n1	88	36	93	51	68	93	95	/	98

Some entries already given with just NCI-H460:
structure	NCI-H460
COc1ccc(C2=NNC(c3cc(Cc4ccc(O)c(C5CC(c6ccc(OC)cc6)=NN5)c4)ccc3O)C2)cc1 (stereo not given)	28
Nc1nc2c(c(=O)[nH]1)CN(CCCN1CCN(CCCN3CNc4nc(N)[nH]c(=O)c4C3)CC1)CN2	111
CCc1ccc(C(Nc2ccc3nc4n(c(=O)c3c2)CCC4)C(=O)O)cc1 (stereo not given)	103

Following part.
SMILES	A498	NCI-H522	CAKI-1	NCI-H460	ACHN	RXF 393	NCI/ADR-RES	NCI-H226	NCI-H23
OC1(c2ccccc2)CCN(c2ccc3nnc(Cl)n3n2)CC1	107	93	63	100	91	105	95	89	98
C=CCc1c2c(c(OC)c3ccoc13)C(=O)/C(=C/c1ccccc1)O2	94	84	85	92	78	105	82	92	84
COc1ccc(C=Nc2ccccc2)c(OC)c1	92	92	100	114	101	117	101	/	105
Cc1ccc(C(c2c(O)c3cc(Br)ccc3[nH]c2=O)c2c(O)c3cc(Br)ccc3[nH]c2=O)cc1	80	78	76	90	73	/	101	74	87
CCOC(=O)C(Cc1ccc(C)cc1)(NC=O)C(=O)OCC	80	78	95	102	107	116	111	87	108
CN(C)[C@@H]1C(=O)C(C(=O)NCc2nc3[nH]cnc(=S)c3[nH]2)=C(O)[C@@]2(O)C(=O)C3=C(O)c4c(O)cccc4[C@@](C)(O)[C@H]3C[C@@H]12	101	33	/	64	74	/	31	50	59
CC(C)c1nc2ccccc2n1S(=O)(=O)c1ccccc1	101	89	92	96	113	95	102	100	100
C=CCCCCCCCCCOC(=O)c1nn(C(C)=O)c2cc3c(cc12)OCO3	82	100	96	107	103	106	102	102	98
CSc1nc2cc(Oc3cccc(Cl)c3Cl)c(Cl)cc2[nH]1	95	25	85	97	85	82	79	90	87
Oc1ccccc1-c1nc2c3ccccc3c3ccccc3c2[nH]1	73&112	11&97	36	44&97	65&88	59&102	56&102	80&88	60&89
Cc1ccc(Nc2nc(Nc3cnc4ccccc4c3)c3[nH]cnc3n2)cc1	71	77	89	90	86	100	90	71	74
COc1ccc(CCCC(=O)O)cc1	96	77	103	107	102	107	102	93	103
CCS(=O)(=O)c1nc(NC)c2ccsc2n1	107	98	84	109	100	/	105	98	99
CCOC(=O)C(Cc1ccc(O)cc1)NC(=O)C(CCCCN)N(C(=O)OCc1ccccc1)C(=O)OCc1ccccc1 (stereo not given)	95	96	94	115	93	111	99	103	97
CCOC(=O)/C=c1\sc2n(c1=O)NC1C(N=2)N(C)C(=O)N1C (stereo not given)	119	100	/	113	104	/	102	101	101
CC/C(=N/Nc1ccc([N+](=O)[O-])cc1[N+](=O)[O-])c1ccccc1	105	/	80	103	105	107	103	106	101
COC(=O)[C@H]1CCCN1C(=O)C1CCCN1C(=O)[C@H](Cc1ccccc1)NC(=S)Nc1cc(C(F)(F)F)cc(C(F)(F)F)c1 (stereo not given in full)	63	67	76	83	83	75	69	75	75
CCCCNC(=O)NOC1OC(CO)C(O)C(O)C1O (stereo not given)	121	96	90	107	96	/	107	94	104
CCCCOc1ccc(NC(=O)Nc2nnc(C)s2)cc1	108	-37*	/	102	94	110	93	101	97
COc1ccc(SC2c3ccc(C)cc3Oc3nc(N)c(C#N)c(N)c32)cc1 (stereo not given)	29	-90*	/	-50*	-98*	-69*	1.2*	-64*	-44*
COc1cccc(-c2nc(N)n(-c3nc4ccccc4s3)n2)c1	113	87	93	104	91	103	101	/	96
O=C(Nc1cccc(-n2ccc3c(NC(=O)c4ccccc4)nccc32)c1)c1ccc(N2CCOCC2)c(C(F)(F)F)c1	22	-23*	15	9.4*	24	-60*	14	34	28
CCCOc1ccc(C(N)=S)cc1	106	103	95	105	101	/	113	111	117
CNC1CCc2c(sc(NC(=O)c3ccc(C(C)(C)C)cc3)c2C(N)=O)C1 (stereo not given)	74	62	42	2.2*	37	60	78	77	74
O=C(Nc1ncn[nH]1)c1ccccc1-c1ccccc1C(=O)Nc1ncn[nH]1	94	97	107	115	103	123	112	103	106
O=C(NC1CC1)c1ncc(-c2ccc(C(F)(F)F)cc2)c(NC2CCCCCC2)n1	78	69	89	105	108	96	98	91	103
COc1cc(O)cc(C(=O)c2ccccc2)c1S(=O)(=O)O	105	/	99	106	99	117	103	93	113
Cn1cc(/C=C/C(=O)/C=C(/C=C/c2cn(C)c3ccccc23)OB(F)F)c2ccccc21	83	93	96	97	104	105	101	99	104
Cc1ccc(S(=O)(=O)Nc2ccc3[nH]ccc3c2)cc1	70	91	88	102	103	101	95	95	97
N#C/C(=C/c1ccc(Cl)cc1)c1[nH]n2cc(-c3ccccc3)nc2c1C#N	103	105	79	101	101	112	104	84	88

Looked up by compound from the entries so far:
SMILES	A498	NCI-H522	CAKI-1	NCI-H460	ACHN	RXF 393	NCI/ADR-RES	NCI-H226	NCI-H23
CCCCNC(=O)NOC1OC(CO)C(O)C(O)C1O (stereo not given)	121	96	90	107	96	/	107	94	104
COc1cc(O)cc(C(=O)c2ccccc2)c1S(=O)(=O)O	105	/	99	106	99	117	103	93	113
O=C(NC1CC1)c1ncc(-c2ccc(C(F)(F)F)cc2)c(NC2CCCCCC2)n1	78	69	89	105	108	96	98	91	103
COc1cccc(-c2nc(N)n(-c3nc4ccccc4s3)n2)c1	113	87	93	104	91	103	101	/	96

Additional structures.
SMILES	A498	NCI-H522	CAKI-1	NCI-H460	ACHN	RXF 393	NCI/ADR-RES	NCI-H226	NCI-H23
COc1ccc(C2OC(c3ccc(Oc4nnnn4-c4ccccc4)cc3)=NN2C(C)=O)cc1 (stereo not given)	129	/	102	103	99	/	98	99	97
O=C1C[C@H](c2ccco2)Cc2ccccc2O1	97	79	/	93	101	101	104	94	101
O=C(O)c1cc2ccccc2cc1Nc1ccccc1	102	81	/	92	99	78	93	94	85
COc1ccc2nc(N)c3c4ccccc4cn3c2c1	72	70	94	99	93	92	105	106	93
Cc1cc2nnc(-c3ccccc3)n2c(SCc2ccccc2)n1	96	76	82	100	83	110	99	83	102
O=S(=O)(NCCCNc1nccc(-c2[nH]c(-c3ccccc3)nc2-c2ccc(F)c(O)c2)n1)c1cccc2ccccc12	73	64	77	36	60	75	91	68	65
O=C(/C=C\c1ccc2c(c1)OCO2)/C=C/c1ccc2c(c1)OCO2	126	97	89	99	88	85	92	68	85
CCCCN(CCCC)C(=N)c1c2ccccc2nc2ccccc12	73	76	85	100	94	81	96	93	83
COc1ccc(C(=O)C(NCCO)c2ccccc2)cc1 (stereo not given)	86	95	102	108	110	92	110	92	107

Given comma-delimited: part of the list above
structure,A498,NCI-H522,CAKI-1,NCI-H460,ACHN,RXF 393,NCI/ADR-RES,NCI-H226,NCI-H23
COc1ccc(C2OC(c3ccc(Oc4nnnn4-c4ccccc4)cc3)=NN2C(C)=O)cc1 (stereo not given),129,/,102,103,99,/,98,99,97
O=C1C[C@H](c2ccco2)Cc2ccccc2O1,97,79,/,93,101,101,104,94,101

Compound profiles, as listed above. Order of screens: A498, NCI-H522, CAKI-1, NCI-H460, ACHN, RXF 393, NCI/ADR-RES, NCI-H226, NCI-H23
Shown for O=C(/C=C\c1ccc2c(c1)OCO2)/C=C/c1ccc2c(c1)OCO2 → 126, 97, 89, 99, 88, 85, 92, 68, 85
Shown for COc1ccc2nc(N)c3c4ccccc4cn3c2c1 → 72, 70, 94, 99, 93, 92, 105, 106, 93
Shown for O=C1C[C@H](c2ccco2)Cc2ccccc2O1 → 97, 79, /, 93, 101, 101, 104, 94, 101
Shown for CCCCN(CCCC)C(=N)c1c2ccccc2nc2ccccc12 → 73, 76, 85, 100, 94, 81, 96, 93, 83
